ADAM10 inh = human ADAM10 inhibitors, primary screen, biochemical, QFRET, HTS | Disintegrin and metalloproteinase domain-containing protein 10 (Homo sapiens), O14672 | recombinant ADAM10, EDANS/DABCYL FRET peptide cleavage, 3 h | inhibition, % at 7 µM | 0.62% of 370,000 active | AID 720582, 2013;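 active means inhibition above a per-campaign cutoff equal to the mean of compounds falling between control-based bounds plus 3 SD, cut at about 20% in these data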;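 further: 0% = DMSO wells while the 100% control is not disclosed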
ASAP1 inh = inhibitors of human ASAP1 ArfGAP activity, primary screen, biochemical, fluorescence polarization | Arf-GAP with SH3 domain, ANK repeat and PH domain-containing protein 1 (Homo sapiens), … | ASAP1-stimulated ARF1 GTP hydrolysis, GDP FP detection | inhibition, % at 16.5 µM | 0.19% of 360,000 active | AID 624377, 2012; in the data active means inhibition above about 25%;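 further: 0% = vehicle with enzyme and substrate and 100% = no enzyme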
DDE Tn6 FP inh = inhibitors of Tn6 peptide binding to fibrin DD(E), primary screen, biochemical, fluorescence polarization, human fibrin, Tn6 probe | Fibrinogen beta chain (Homo sapiens), P02675 | Fibrin DD(E) TRITC-Tn6 fluorescence polarization displacement | inhibition, % at 8.3 µM | 0.21% of 370,000 active | AID 720509, 2013;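 active means inhibition above a per-campaign cutoff: mean of compounds within control limits plus 3 SD, cut at about 15% in these data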;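 further: 0% = median of all compound wells on the plate and 100% = blocking peptide control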
Target sequence (P02675 whole entry, looked up): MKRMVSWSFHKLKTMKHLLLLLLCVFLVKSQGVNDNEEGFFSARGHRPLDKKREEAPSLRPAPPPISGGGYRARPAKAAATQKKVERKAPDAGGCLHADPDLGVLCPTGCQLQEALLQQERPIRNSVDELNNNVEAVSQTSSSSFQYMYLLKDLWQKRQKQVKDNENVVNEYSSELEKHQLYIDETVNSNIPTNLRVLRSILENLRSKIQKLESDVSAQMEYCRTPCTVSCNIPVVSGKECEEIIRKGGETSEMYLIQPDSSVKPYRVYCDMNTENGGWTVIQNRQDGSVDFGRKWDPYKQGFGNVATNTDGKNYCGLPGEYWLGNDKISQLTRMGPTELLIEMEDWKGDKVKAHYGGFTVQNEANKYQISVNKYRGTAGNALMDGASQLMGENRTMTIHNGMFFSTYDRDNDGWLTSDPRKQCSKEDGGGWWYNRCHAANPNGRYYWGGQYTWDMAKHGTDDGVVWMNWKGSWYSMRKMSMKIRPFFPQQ
TDP2 absorb = human TDP2 enzyme inhibitors, primary screen, biochemical, epi absorbance, recombinant enzyme | T5PNP hydrolysis, p-nitrophenol absorbance 415 nm | inhibition, % at 12.8 µM | 0.34% of 370,000 active | Tyrosyl-DNA phosphodiesterase 2 (Homo sapiens), O95551;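 active means inhibition above the mean of all tested compounds plus 3 SD, set per campaign, cut at about 25% in these data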;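 further: 0% = DMSO with enzyme and 100% = buffer with substrate but no TDP2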
Target sequence (O95551 whole entry, looked up): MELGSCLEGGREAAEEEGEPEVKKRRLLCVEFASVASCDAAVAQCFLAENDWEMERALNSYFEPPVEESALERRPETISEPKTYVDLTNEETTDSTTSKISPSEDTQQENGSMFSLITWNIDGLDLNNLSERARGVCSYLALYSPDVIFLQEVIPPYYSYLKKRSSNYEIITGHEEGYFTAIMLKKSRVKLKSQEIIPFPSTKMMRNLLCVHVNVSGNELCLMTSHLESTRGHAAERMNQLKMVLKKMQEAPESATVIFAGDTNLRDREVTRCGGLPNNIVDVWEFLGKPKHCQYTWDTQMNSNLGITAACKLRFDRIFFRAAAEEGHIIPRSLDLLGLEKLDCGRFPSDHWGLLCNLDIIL
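Assay system: recombinant human TDP2 / Reagent: T5PNP substrate at 5 mM, a TopII-DNA adduct mimic / Measured by: epi absorbance from released p-nitrophenol / Evaluation: % inhibition relative to enzyme-containing and enzyme-free wells / Control set: enzyme-free and DMSO wells / Replicates: each compound tested once, singlicate / Schedule: enzyme reaction with compound for 2 h at 37 °C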
PLC-gamma1 inh = PLC-gamma1 enzyme inhibitors, primary screen, biochemical, fluorescence, purified enzyme. fluorogenic substrate. inhibition, % at 12.2 µM. 0.84% of 370,000 active; in the data active means inhibition above about 9.5%
ADAM17 inh = ADAM17 inhibitors, primary screen, biochemical, QFRET. Disintegrin and metalloproteinase domain-containing protein 17 (Homo sapiens), P78536. recombinant ADAM17, EDANS/DABCYL FRET peptide cleavage. inhibition, % at 6.95 µM. 0.83% of 370,000 active. AID 720648, 2013;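 active means inhibition above the mean of compounds lying between control limits plus 3 SD, set per campaign, cut at about 8.5% in these data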;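 further: 0% = DMSO-only wells as the low control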
DDE Tn7 FP inh = inhibitors of Tn7 peptide binding to fibrin DD(E), primary screen, biochemical, fluorescence polarization, human fibrin, Tn7 probe; FP displacement of FITC-Tn7 peptide from fibrin DD(E); 0% = median of compound wells per plate; inhibition, % at 8.3 µM; 0.13% of 370,000 active; AID 720508, 2013;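 active means inhibition above the mean of compounds falling within the control limits plus 3 SD of them, cut at about 14% in these data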;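 further: 0% = plate median of compound wells and 100% = 10 µM Aha-Tn7 peptide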
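assay system = human clot-derived fibrin DD(E) complex | quantity = Fibrin-DD(E) at 2 µM final | timing = 10 min preincubation, 3 h with tracer, room temperature | signal = fluorescence polarization | measure = percent inhibition | benchmarks = high control wells with 10 µM unlabelled Aha-Tn7 peptide (full inhibition) | replicates = singlicate testing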
ARFGAP1 inh = inhibitors of rat ARFGAP1 GAP activity, primary screen, biochemical, fluorescence polarization, GDP tracer; Arfgap1-stimulated ARF1 GTP hydrolysis, GDP FP detection; AID 651572, 2012; inhibition, % at 16.5 µM; ADP-ribosylation factor GTPase-activating protein 1 (Rattus norvegicus), Q62848; 0.26% of 360,000 active;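 active means inhibition above a per-plate limit, mean inhibition of low control wells plus 3 SD, cut at about 25% in these data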;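 further: 0% = DMSO wells with enzyme and 100% = wells lacking Arfgap1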
Target sequence (Q62848 1-136 limits assumed): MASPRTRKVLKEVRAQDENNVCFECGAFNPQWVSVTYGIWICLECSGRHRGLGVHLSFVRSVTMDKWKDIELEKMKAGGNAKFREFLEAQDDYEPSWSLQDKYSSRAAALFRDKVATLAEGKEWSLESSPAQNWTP
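Material – truncated rat Arfgap1 GAP domain · Buffer or medium – HEPES-based buffer, pH 7.5 · Reagent – human ARF1(Δ1-17)-GTP substrate · Dosing – 16.5 µM single point, 1.26% DMSO · Schedule – GTP hydrolysis reaction 2 h at 25 °C · Technique – GDP detection by fluorescence polarization · Benchmarks – No-Arfgap1 wells (100%) versus DMSO full-reaction wells (0%) · Repeats – single replicate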
SIAE inh = human SIAE inhibitors, primary screen, biochemical, fluorescence polarization, FP-Rh probe, 1536-well HTS. SIAE FP-Rh probe binding. inhibition, % at 9.66 µM. 0.69% of 370,000 active. AID 1053197, 2014;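 active means inhibition above a cutoff: mean of compounds within the control limits plus 3 SD of those, cut at about 17% in these data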;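 further: 0% = plate median of compound wells and 100% = probe without SIAE protein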
PLCb3 inh = human PLC-beta3 inhibitors, primary screen, biochemical, fluorescence. 1-phosphatidylinositol 4,5-bisphosphate phosphodiesterase beta-3 (Homo sapiens), Q01970. Purified PLC-beta3, fluorogenic substrate. inhibition, % at 12.2 µM. 0.18% of 370,000 active. AID 720704, 2013; in the data active means inhibition above about 11%;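 further: 0% = median of compound wells on plate and 100% = full blocker control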
* marks the source's active call; other numbers are inactive results; . = not tested or not shown.

SMILES	ADAM10 inh	ASAP1 inh	DDE Tn6 FP inh	TDP2 absorb	PLC-gamma1 inh	ADAM17 inh	DDE Tn7 FP inh	ARFGAP1 inh	SIAE inh	PLCb3 inh
CC(Sc1nc(N)cc(=O)[nH]1)C(=O)Nc1nc2c(s1)CCCC2 (configuration not stated)	-5	24	-8	3	1	-2	0	4	-1	-3
CCOC(=O)[C@@]12CN(C(=O)OC(C)(C)C)CC=C1N(Cc1ccc(OC)cc1)C(=O)[C@H]2CC(=O)NCc1cccc2ccccc12	-1	.	1	2	1	0	-2	.	0	1
CCOC(=O)[C@@H]1[C@H]2COc3ccc(Br)cc3[C@@H]2N2C(=O)N(c3cccc(Cl)c3)C(=O)[C@@]12C	-2	0	-2	7	3	1	8	-5	3	6
COc1ccc(CNC(=O)CSc2ncn[nH]2)cc1OC	8	-9	-4	-12	0	1	-7	-3	-6	-5
CCCN1CCCCC(NC(=O)c2ccc(F)c(F)c2)C1=O (configuration not stated)	-9	-2	12	4	1	-3	6	8	-5	1
Cc1cccc(-c2nc(CNC(=O)c3ccco3)cs2)c1	-3	4	9	-6	-3	1	3	-21	11	-6
CSc1nnc(-c2sccc2-n2cccc2)o1	5	12	-3	-4	1	1	-4	0	2	1
CCN1CCN(c2nc(N)c([N+](=O)[O-])c(Nc3ccc(C)cc3)n2)CC1	8	-5	0	-9	13*	0	-3	-1	-9	8
COc1cc(-c2noc(C)n2)cc(OC)c1OC	-9	2	3	-5	0	-4	1	-6	-6	-2
O=C(CN1C(=O)/C(=C/c2ccccc2)SC1=S)NC1C=CS(=O)(=O)C1 (configuration not stated)	5	-3	-8	-2	5	3	-2	-7	-3	-5
CCCCCC(=O)Nc1cccc(S(=O)(=O)NC2=NCCCCC2)c1	-15	1	0	-6	3	-2	5	8	3	-3
OC(c1ccccc1)(c1nc(-c2cccc3cccnc23)cs1)C(F)(F)F (configuration not stated)	-4	2	-5	-16	7	5	-4	14	-17	-10
O=C1CN(S(=O)(=O)c2ccccc2)c2ccccc2N1	-7	-8	3	-10	-3	-8	6	-8	3	-5
CC(C)(C)OC(=O)C[C@@H]1C/C=C\C[C@@H](CC(=O)N[C@H](CO)Cc2ccccc2)C(=O)N2CCC[C@H]2COC1=O	-1	14	6	-6	0	0	6	-6	4	2
Cc1ccccc1NC(=S)NC(C)C(c1cccs1)N1CCOCC1 (configuration not stated)	-5	-1	-2	2	1	-2	3	5	2	0
Cc1[nH]nc(SCC(=O)NCc2ccccc2)c1[N+](=O)[O-]	0	-6	2	-2	1	0	2	5	0	4
CCNC(=O)N(CC)C[C@H]1N[C@@](Cc2ccccc2)(C(=O)OC)[C@H]2C(=O)N(Cc3ccccc3)C(=O)[C@@H]12	-4	-5	-3	-5	2	0	2	1	-7	5
COc1ccc(N(CC(=O)NC2CCCCCC2)S(=O)(=O)c2ccccc2)cc1Cl	-3	-5	-4	7	0	-4	-1	0	-3	-6
CCOc1ccc(S(=O)(=O)N2CCC(C(=O)OCc3ccc(OC)cc3)CC2)cc1	8	4	-2	-5	4	-2	5	6	-1	-10
COc1ccccc1C(C)NCC(=O)NCC(=O)Nc1ccc(F)c(F)c1F (configuration not stated)	1	3	-2	-5	1	-4	10	2	-3	0
COC(=O)C1=C(C)N(C)C(=O)/C1=C\c1ccco1	0	-8	-4	-7	-5	-3	1	3	8	-6
Cc1cc(C(F)F)n2nc(C(=O)Nc3ccccc3F)nc2n1	-1	-1	4	4	1	-3	2	0	-2	4
CN1CCN(c2ccc(NC(=O)COc3ccc4ccccc4c3)cc2)CC1	5	2	-2	12	3	3	-2	-16	8	-1
CC(=O)N1C[C@@H](CO)[C@@H]2C[C@H]1c1ccccc1N2C	-12	0	-1	0	2	-7	0	-3	-2	2
Cc1cc(OCC(=O)Nc2ccc(S(=O)(=O)NC3=NCCCCC3)cc2)c(C(C)C)cc1Cl	13	1	-8	-6	1	7	-4	4	-41	-1
COc1cc(OC)c(C2C(C#N)=C(N)Oc3cc(C)n(CCCN4CCOCC4)c(=O)c32)cc1OC (configuration not stated)	-7	-9	12	2	-2	-4	0	-17	4	-1
O=C(CS(=O)(=O)c1ccc(Cl)cc1)N1CCN(c2ccccc2)CC1	3	10	5	-9	5	4	-8	5	5	7
Nn1c(SC/C=C/c2ccccc2)nnc1-c1cccnc1	-5	-8	1	8	-1	-4	0	-1	-4	1
CC(=O)Nc1ccc2oc(C)nc2c1	12	-1	1	-1	2	3	8	-11	0	4
Cc1ccc(CCNC(=O)C2CCN(S(=O)(=O)c3ccc4c(c3)CCC(=O)N4)CC2)cc1	-5	9	6	-5	-1	-2	-3	0	0	0
CCc1nnc(NC(=O)CN2C(=O)/C(=C/c3cc(OC)c(OC)c(OC)c3)SC2=S)s1	0	-5	-7	3	-7	1	-6	3	-3	-9
Cc1nc2ccccc2n1/C(=N\S(=O)(=O)c1ccccc1)c1ccccc1	-3	0	-1	-2	4	0	-7	3	0	3
Cc1nc2ccsc2c(=O)n1-c1cccc(Cl)c1	-1	5	-2	1	0	-4	-2	4	2	1
CCN1CCc2c(sc(NC(=O)c3ccc(S(=O)(=O)N4CCOCC4)cc3)c2C(N)=O)C1	-6	8	-8	3	-50	-1	-5	9	-4	-60
O=C(COC(=O)Cc1ccc(Br)cc1)Nc1c(F)c(F)c(F)c(F)c1F	7	0	11	-6	1	2	-3	7	1	0
Cc1csc(-c2coc3cc(O)cc(C)c3c2=O)n1	4	-6	-1	5	-9	0	0	-2	-8	-12
Cc1ccccc1C(=O)NNC(=S)NC(=O)c1cccs1	-4	-1	10	-4	-1	0	-1	-4	9	-9
CC(=O)Oc1ccc(OC(C)=O)c2c1CC1(C)OC1(C)C2 (configuration not stated)	-15	5	4	0	2	-3	-4	-3	4	0
C[C@@H]1CN([C@@H](C)CO)S(=O)(=O)c2ccc(Br)cc2O[C@H]1CN(C)C(=O)C1CCC1	-2	-5	-5	9	1	-1	9	2	-4	1
CC(C)(C)c1ccc(CC(=O)N2CCC2(C)C(=O)NS(=O)(=O)c2ccccc2Cl)cc1 (configuration not stated)	-8	4	11	2	-4	-5	-7	-5	1	-3
CCOc1ccc(CCNC(=O)c2ccccc2OCc2c(C)noc2C)cc1OCC	-13	0	-7	-7	3	-4	1	14	-4	-11
O=C(N=C1SC2CS(=O)(=O)CC2N1c1cccc(Cl)c1Cl)C1CC1 (configuration not stated)	6	0	-2	-2	3	-4	-2	11	3	0
O=C(NCC1CCCO1)c1ccc(NC(=O)c2ccc(Br)cc2)cc1 (configuration not stated)	4	-2	3	1	0	-7	-1	-8	-1	0
CCN(CC)CCCN(Cc1cc2cc3c(cc2[nH]c1=O)OCO3)C(=O)Nc1ccccc1OC	-155	-4	2	11	-10	-48	-2	3	3	-8
Cc1nn(CCCC(=O)NCCc2ccc(Cl)cc2)c(=O)c2nn(-c3ccccc3)c(C)c12	-9	-2	3	4	3	1	-4	-4	4	-4
C=CCn1c(C)cc(C(=O)CSc2n[nH]c(N)n2)c1C	2	-5	6	-6	4	-1	1	13	-1	3
COc1cccc(-c2noc(C3CCCN(C(=O)c4ccc(F)cc4F)C3)n2)c1 (configuration not stated)	1	4	10	-2	4	2	2	7	3	-4

Another view of some results above.
Second line of a record: ADAM10 inh	ASAP1 inh	DDE Tn6 FP inh	TDP2 absorb	PLC-gamma1 inh	ADAM17 inh	DDE Tn7 FP inh	ARFGAP1 inh	SIAE inh	PLCb3 inh
Cc1csc(-c2coc3cc(O)cc(C)c3c2=O)n1
 : 4	-6	-1	5	-9	0	0	-2	-8	-12
Cc1ccccc1C(=O)NNC(=S)NC(=O)c1cccs1
 : -4	-1	10	-4	-1	0	-1	-4	9	-9
CC(=O)Oc1ccc(OC(C)=O)c2c1CC1(C)OC1(C)C2 (configuration not stated)
 : -15	5	4	0	2	-3	-4	-3	4	0
C[C@@H]1CN([C@@H](C)CO)S(=O)(=O)c2ccc(Br)cc2O[C@H]1CN(C)C(=O)C1CCC1
 : -2	-5	-5	9	1	-1	9	2	-4	1
CC(C)(C)c1ccc(CC(=O)N2CCC2(C)C(=O)NS(=O)(=O)c2ccccc2Cl)cc1 (configuration not stated)
 : -8	4	11	2	-4	-5	-7	-5	1	-3
CCOc1ccc(CCNC(=O)c2ccccc2OCc2c(C)noc2C)cc1OCC
 : -13	0	-7	-7	3	-4	1	14	-4	-11
O=C(N=C1SC2CS(=O)(=O)CC2N1c1cccc(Cl)c1Cl)C1CC1 (configuration not stated)
 : 6	0	-2	-2	3	-4	-2	11	3	0
O=C(NCC1CCCO1)c1ccc(NC(=O)c2ccc(Br)cc2)cc1 (configuration not stated)
 : 4	-2	3	1	0	-7	-1	-8	-1	0
CCN(CC)CCCN(Cc1cc2cc3c(cc2[nH]c1=O)OCO3)C(=O)Nc1ccccc1OC
 : -155	-4	2	11	-10	-48	-2	3	3	-8
Cc1nn(CCCC(=O)NCCc2ccc(Cl)cc2)c(=O)c2nn(-c3ccccc3)c(C)c12
 : -9	-2	3	4	3	1	-4	-4	4	-4
C=CCn1c(C)cc(C(=O)CSc2n[nH]c(N)n2)c1C
 : 2	-5	6	-6	4	-1	1	13	-1	3
COc1cccc(-c2noc(C3CCCN(C(=O)c4ccc(F)cc4F)C3)n2)c1 (configuration not stated)
 : 1	4	10	-2	4	2	2	7	3	-4

Screens deposited in PubChem by The Scripps Research Institute Molecular Screening Center.
